High-throughput results as filed in PubChem BioAssay.
Lmaj promast – Leishmania major promastigote growth inhibition | Leishmania major promastigotes, resazurin fluorescence viability | inhibition, % at 10 µM | actives 9% (n = 200,000); in the data active means inhibition above about 50%;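 further: promastigotes grown with compound for 44 hours at 28 °C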
RAM inhibit – blocks the yeast RAM network; S. cerevisiae dse1pr::URA3 reporter, 5-FOA growth OD615, 2 d; analog-sensitive cbk1-as2 kinase mutant strain; inhibition, % at 50 µM; actives 1.8% (n = 190,000); AID 868;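 active means inhibition above a set limit, 3 SD over mean compound inhibition, cut at about 8.4% in these data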;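 further: 0% = DMSO-only wells with no growth and 100% = 10 µM 1-NA-PP1 full growth; inhibition rescues growth on 5-FOA so higher OD means more RAM inhibition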
ROMK primary – modulates human ROMK potassium channel activity. P48048. AID 1918. B-score at 10 µM. actives 2% (n = 130,000). Tet-inducible ROMK, thallium flux fluorescence; actives lie on both sides;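 active means signal ratio slope over the read window, or its plate-corrected B-score, at least 3 SD from the plate mean, either direction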;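 further: B-score of the F/F0 ratio slope over 7 to 12 s after thallium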
HMGR II inh – inhibitors of class II HMG-CoA reductase from Enterococcus faecalis; purified E. faecalis HMGR, NADPH absorbance 340 nm kinetic; inhibition, % at 10 µM; actives 0.41% (n = 190,000); AID 1066;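 active means inhibition above a set limit, the median over all tested compounds plus 3 SD, cut at about 9.5% in these data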;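 further: enzyme runs in reverse so mevalonate oxidation gives rising NADPH absorbance; 0% = complete reaction with DMSO and 100% = background rate lacking mevalonate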
Redox H2O2 prof – compounds producing H2O2 with reducing agent – biochemical, NIH compound library profiling, artefact control for MLSCN library redox annotation, primary screen; DTT-dependent redox cycling H2O2, phenol red/HRP absorbance; 100% = 100 µM peroxide control, 0% = buffer; activation, % at 10 µM; actives 0.03% (n = 200,000); AID 878;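 active means activation of at least 50% relative to the plate's high and low controls in the primary single-dose screen; inactive means activation below 50%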;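 further: compound incubated with DTT at 0.8 mM final as the reducing agent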
TR-FRET SRC-2 ct – TR-FRET artefact, counter-screen to PPARgamma/SRC-2 agonist assay. hits give high values. TR-FRET ratio at 8 µM. actives 0.4% (n = 200,000); in the data active means TR-FRET ratio above about 2000; further: inactives centre near 1500; reference of the scale not given here
PPARg SRC-2 ag – agonists of SRC-2 recruitment by human PPARgamma; P37231; PPARgamma LBD-SRC-2 recruitment, biochemical; activation, % at 8 µM; actives 0.34% (n = 200,000); AID 1032; in the data active means activation above about 22%;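 further: 0% = vehicle and 100% = reference agonist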
Target sequence (P37231 whole entry, looked up, the tested form may be a part): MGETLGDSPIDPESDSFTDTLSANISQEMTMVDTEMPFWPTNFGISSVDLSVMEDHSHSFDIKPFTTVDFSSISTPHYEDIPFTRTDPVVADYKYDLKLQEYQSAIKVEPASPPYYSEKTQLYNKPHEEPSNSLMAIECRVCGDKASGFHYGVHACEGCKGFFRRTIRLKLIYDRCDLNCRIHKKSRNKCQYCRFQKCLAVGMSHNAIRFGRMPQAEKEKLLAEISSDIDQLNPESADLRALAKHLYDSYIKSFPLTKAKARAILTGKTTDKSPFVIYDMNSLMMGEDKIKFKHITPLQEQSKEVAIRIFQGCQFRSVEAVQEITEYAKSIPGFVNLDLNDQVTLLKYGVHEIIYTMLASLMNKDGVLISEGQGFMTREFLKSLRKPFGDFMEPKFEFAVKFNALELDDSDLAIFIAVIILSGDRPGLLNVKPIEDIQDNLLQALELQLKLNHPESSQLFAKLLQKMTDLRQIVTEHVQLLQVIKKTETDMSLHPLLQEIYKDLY
bIAP inhibitor – blocks bovine intestinal alkaline phosphatase activity; purified bovine IAP, CDP-star luminescence, 30 min; inhibition, % at 20 µM; AID 1019; 190,000 tested, under 10 active;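 active means over 50% inhibition of intestinal alkaline phosphatase at 20 µM in the single-dose screen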
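System: Purified bovine intestinal alkaline phosphatase (IAP) enzyme | Input: IAP diluted 1/65,000,000 in the well | Also added: CDP-star chemiluminescent phosphatase substrate, 30 µM final | Dosing: 20 µM single dose | Times: Enzyme reaction for 30 min at room temperature | Detection: Luminescence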
PPARg SRC-3 ag – promotes SRC-3 coactivator recruitment by human PPARgamma | P37231 | biochemical PPARgamma/SRC-3 coactivator recruitment assay | activation, % at 8 µM | actives 0.26% (n = 200,000); in the data active means activation above about 23%;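 further: 0% = DMSO and 100% = reference agonist; some compounds past the cut are filed as inactive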
PPARg SRC1 recr – promotes SRC-1 coactivator recruitment by human PPARgamma. P37231. PPARgamma-SRC-1 coactivator recruitment biochemical assay. activation, % at 8 µM. actives 0.41% (n = 200,000). AID 631; in the data active means activation above about 19%;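 further: 0% = DMSO and 100% = reference agonist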
S1P3 antagonist – blocks the human S1P3 receptor; CHO S1P3 NFAT-BLA reporter, FRET fluorescence, antagonist mode; inhibition, % at 4.98 µM; actives 0.27% (n = 170,000); AID 485; Q99500;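 active means inhibition above the plate cutoff, the mean inhibition of test wells on that plate plus 3 SD, cut at about 28% in these data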;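 further: cells challenged with S1P at its EC80 of 0.8 µM; blue over green emission ratio from cleaved BLA substrate after 4 h stimulation; 0% = S1P-stimulated wells and 100% = unstimulated DMSO-only wells; some compounds past the cut are filed as inactive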
Target sequence (Q99500 whole entry, looked up): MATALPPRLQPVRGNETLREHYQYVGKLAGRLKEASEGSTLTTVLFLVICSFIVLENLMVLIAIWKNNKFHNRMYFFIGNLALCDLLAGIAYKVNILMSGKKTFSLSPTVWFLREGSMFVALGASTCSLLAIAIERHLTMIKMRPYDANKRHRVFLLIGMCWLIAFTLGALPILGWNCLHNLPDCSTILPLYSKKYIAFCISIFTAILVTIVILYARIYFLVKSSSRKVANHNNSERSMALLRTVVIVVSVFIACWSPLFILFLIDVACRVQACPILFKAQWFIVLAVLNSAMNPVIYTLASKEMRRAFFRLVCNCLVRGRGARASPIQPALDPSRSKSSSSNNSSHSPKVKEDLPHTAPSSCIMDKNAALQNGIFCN
An asterisk follows results filed as active; nt = not tested or not shown.

Values run as follows: TR-FRET SRC-2 ct, S1P3 antagonist, HMGR II inh, Lmaj promast, bIAP inhibitor, PPARg SRC1 recr, Redox H2O2 prof, ROMK primary, PPARg SRC-3 ag, RAM inhibit, PPARg SRC-2 ag
> CN(Cc1ccccc1)CC(O)COc1ccc(CNCc2cccnc2)cc1 (stereo not drawn)
→ 1505, 10, 3, 81*, -7, -4, -0.7, 0.032, 4, 3.7, 4
> COc1ccc(CNC(=O)/C=C/c2ccco2)cc1OC
→ 1720, -15, -3, 0, 29, 16, -1.1, 0.29, 4, 0.2, 5
> CC1(C)Cc2c(sc3c2C(=O)N(c2ccccc2)C2=NCCN23)CS1
→ 1409, nt, 1, 6, 2, -2, 2.3, nt, 1, 0.4, -8
> Cn1nc(C(=O)NC2=NCCS2)ccc1=O
→ 1548, nt, -2, 0, 13, 3, 0.2, 1.5, 4, 2.3, -4
> CCCCC(=O)Nc1cccc(C(=O)Nc2ccccc2C(=O)O)c1
→ 1464, -8, -1, -1, -6, -1, 9.8, 0.0074, 0, 2.1, 7
> O=C(/C=C/c1ccccc1)NNc1ccc(Cl)cc1
→ 1327, 2, -3, 99*, -19, -3, 1.0, -0.6, 2, 0.9, -1
> COc1ccc(OC(=O)c2ccc(Cl)cc2)c(C(C)=O)c1
→ 1569, -2, -2, -6, 1, -6, 1.1, -1.5, -5, 4.2, -8
> Cc1cc(C)cc(Oc2nc(-c3ccccc3)cc(C)c2S(C)(=O)=O)c1
→ 1258, nt, -4, 15, 4, 4, 3.1, nt, 2, 3.9, -2
> COc1cc2nc(C3CCC3)n(NC(=O)C(OC(C)=O)c3ccccc3)c(=O)c2cc1OC (stereo not drawn)
→ 1278, -16, 1, -11, 0, 0, -0.6, nt, -4, -0.1, -3
> COc1ccc(Cn2c(C(F)(F)F)ccc(C(N)=O)c2=O)cc1
→ 1480, -1, -7, -4, 20, 6, 0.0, -1.1, 1, 0.4, 0
> Cc1ccc(C(=O)CSc2ccc(-c3ccccc3)nn2)cc1
→ 1811, -11, -4, 15, 6, 9, 0.1, nt, -2, 0.6, 4
> CC(=O)NC(=S)Nc1ccc(S(=O)(=O)Nc2nc(C)cc(C)n2)cc1
→ 1622, 9, 2, -4, -4, -6, -0.2, -0.91, -6, -0.2, -3
> Cc1ccc(C(=O)O/N=C2\CCCc3ccccc32)cc1
→ 1527, nt, -4, -6, 2, -7, 2.2, nt, 2, 3.3, -3
> NC(=O)[C@@H]1CCNc2c(I)cc([N+](=O)[O-])cc2C(=O)N[C@@H](CCC(=O)O)C(=O)N[C@@H](CO)C(=O)N1
→ 1684, -13, -4, -1, 38, 4, -0.6, 0.032, 6, 1.6, 8
> O=C(NNC(=O)c1sc2cccc(Cl)c2c1Cl)Nc1ccccc1
→ 1560, nt, 1, -8, 9, 3, 1.9, nt, -6, -0.7, -2
> Cn1c(=O)[nH]c(=O)c2c1nc(Br)n2CC(O)COc1ccc(Cl)cc1 (stereo not drawn)
→ 1537, -8, 1, -2, -1, 0, -1.4, 0.055, 1, 1.1, -3
> Cc1cc(NS(=O)(=O)N(C)C)ccc1C(C)C
→ 1476, nt, 0, 2, 12, 10, 0.1, -0.38, 7, 2.6, 2
> Cn1nnc(C(O)CNCc2cccs2)n1 (stereo not drawn)
→ 1447, -4, 0, -3, 0, 3, 0.2, -0.072, 1, 1.8, 5
> CCc1c(C)sc(NC(=S)Nc2cccnc2)c1C(=O)OC
→ 1652, 2, -3, -3, -17, 3, -0.6, 2, 1, -2.6, 5
> O=C(NNC1=NS(=O)(=O)c2ccccc21)C1CC(=O)N(c2ccccc2)C1 (stereo not drawn)
→ 1644, -10, 1, -1, 26, 3, -0.6, nt, 4, 2.7, 2
> N#Cc1c(N)n(-c2ccccc2)c(=O)c2cc([N+](=O)[O-])ccc12
→ 1298, 1, -1, 5, -3, 0, -0.5, 0.45, 0, 6.3, 1
> Cc1ccc(Oc2nnc(-c3cccs3)c3ccccc23)cc1C
→ 1532, -6, -1, 18, -4, -2, 0.2, -2, 4, 3.0, -8
> O=C(CS(=O)(=O)c1ccccc1)Nc1nc2ccccc2s1
→ 1612, 9, -2, -6, -16, 3, -0.7, 0.17, -1, 0.1, 6
> CCOc1ccc(N2C(=O)CN=C2Nc2ccccc2F)cc1
→ 1491, nt, -1, -5, -7, -7, 3.4, nt, -6, 0.3, 1
> Cc1ccccc1-n1c(C)cc(/C=N/NC(=O)c2ccc(CN3CCOCC3)cc2)c1C
→ 1539, nt, -2, 10, -9, 11, 2.9, nt, 4, 1.2, 6
> CCOc1ccc(OCc2ccc(C(=O)N3N=C(C(F)F)CC3(O)C(F)F)o2)cc1 (stereo not drawn)
→ 1400, nt, -4, -8, 20, 2, -0.1, 0.22, 6, 2.0, -4
> COc1ccc(NC(=S)NCCN2CCC(C)CC2)cc1
→ 1558, -6, -4, 24, 16, 7, -1.6, -0.57, 3, -0.4, 7
> CC(C)CNC(=O)NC(=O)COC(=O)c1cccc(NS(=O)(=O)c2ccc(F)c(F)c2)c1
→ 1728, -9, -6, 0, 23, -1, -0.1, nt, 5, 1.3, 12
> CN(C(=O)COC(=O)c1cc([N+](=O)[O-])ccc1Sc1ccccc1)C1CCS(=O)(=O)C1 (stereo not drawn)
→ 1446, -10, -7, 100*, 6, -2, -0.1, -0.34, -2, 1.6, 5
> CCOC(=O)NC(=O)/C(C#N)=C(/C)N(C)C
→ 1697, -11, -1, -10, -10, 5, -1.8, -0.67, 0, 0.5, 1
> CONC(=O)c1cc(OCC(F)(F)F)ccc1OCC(F)(F)F
→ 1505, nt, -5, -4, 5, -6, -5.5, nt, -9, 4.2, -6
> CC1(C)Cc2c(C#N)c(OCC(=O)c3ccc(Cl)cc3)nc(-c3ccco3)c2CO1
→ 1471, 24, -1, -5, 17, -3, 1.8, 0.6, 2, 3.6, 9
> Cc1ccc(S(=O)(=O)N2CCC(C(=O)Nc3ccc4c(c3)OCO4)CC2)cc1
→ 1629, nt, -1, 0, -8, 0, 1.5, -0.34, -1, 3.1, 3
> O=c1ccc2ccc(OCc3nnc(-c4ccccc4Br)o3)cc2o1
→ 1489, 21, -3, 1, 12, -9, -0.2, 0.099, 6, 4.0, -9
> Cc1cc(C)n(-c2nc(-n3nc(C)cc3C)c3c4c(sc3n2)COC(C)(C)C4)n1
→ 1491, nt, -3, 5, 0, 2, -0.4, -0.011, -9, 0.5, -3
> O=c1cc(-c2cccc(Br)c2)nc(-c2ccccc2F)o1
→ 1336, -1, -2, -4, -3, -1, -0.1, -0.051, 2, 6.4, -6
> Cc1c(C(=O)N2CCCCC2C)sc2ncnc(N3CCc4ccccc4C3)c12 (stereo not drawn)
→ 1654, -6, -5, 30, 6, 12, 0.0, -0.68, 8, -0.1, 10
> C=C(C)Cn1c(=S)[nH]c2ccccc2c1=O
→ 1554, nt, -2, 2, 6, 5, 0.1, -0.5, 6, 0.9, 4
> CC(C)Cn1c(N)c(C(=O)COC(=O)c2cccnc2Cl)c(=O)n(C)c1=O
→ 1547, 5, -5, 17, 0, -4, -0.4, -0.76, 3, 1.0, -3
> CC(=O)c1ccc(OCCCC(=O)Nc2ccc(C)c(S(=O)(=O)N(C)C)c2)cc1
→ 1770, -4, -5, 61*, 1, 9, 0.6, 0.14, 3, 3.4, 1

Of the compounds above, these contain two or more sulfur atoms.
Values run as follows: TR-FRET SRC-2 ct, S1P3 antagonist, HMGR II inh, Lmaj promast, bIAP inhibitor, PPARg SRC1 recr, Redox H2O2 prof, ROMK primary, PPARg SRC-3 ag, RAM inhibit, PPARg SRC-2 ag
> CC1(C)Cc2c(sc3c2C(=O)N(c2ccccc2)C2=NCCN23)CS1
→ 1409, nt, 1, 6, 2, -2, 2.3, nt, 1, 0.4, -8
> CC(=O)NC(=S)Nc1ccc(S(=O)(=O)Nc2nc(C)cc(C)n2)cc1
→ 1622, 9, 2, -4, -4, -6, -0.2, -0.91, -6, -0.2, -3
> CCc1c(C)sc(NC(=S)Nc2cccnc2)c1C(=O)OC
→ 1652, 2, -3, -3, -17, 3, -0.6, 2, 1, -2.6, 5
> O=C(CS(=O)(=O)c1ccccc1)Nc1nc2ccccc2s1
→ 1612, 9, -2, -6, -16, 3, -0.7, 0.17, -1, 0.1, 6
> CN(C(=O)COC(=O)c1cc([N+](=O)[O-])ccc1Sc1ccccc1)C1CCS(=O)(=O)C1 (stereo not drawn)
→ 1446, -10, -7, 100*, 6, -2, -0.1, -0.34, -2, 1.6, 5

(list continues)
Values run as follows: TR-FRET SRC-2 ct, S1P3 antagonist, HMGR II inh, Lmaj promast, bIAP inhibitor, PPARg SRC1 recr, Redox H2O2 prof, ROMK primary, PPARg SRC-3 ag, RAM inhibit, PPARg SRC-2 ag
> COc1ccc(CNC(=O)Cn2ncn3cccc3c2=O)cc1
→ 1591, -1, -3, -10, 1, 6, 0.2, 1.7, 2, 0.3, 11
> Cc1cc(/C=N\NC(=O)COc2cccc3cccnc23)c(C)n1-c1ccc(Br)cc1
→ 1575, -13, 0, 3, 0, 2, -0.4, -0.14, 1, 0.1, 8
> Cc1c2c(nc3ccccc13)CCC(C(C)(C)C)C2 (stereo not drawn)
→ 1687, 3, -2, 49, -6, 12, -1.0, -0.3, 2, 2.6, 4
> CC(=O)c1cccc(NC(=S)NCCc2ccc(Cl)cc2)c1
→ 1495, 2, 2, -1, 5, -5, 0.0, -1.9, 5, 0.9, -8
> Cc1cc(C)[n+](C)n1CC(O)Cn1c2ccccc2c2ccccc21 (stereo not drawn)
→ 1573, -18, -6, -3, -27, -2, 0.1, -0.051, 5, 0.1, 3
> O=C(COc1ccc([N+](=O)[O-])cc1Cl)NCCc1ccccc1
→ 1630, -10, -5, 46, 7, 3, 0.1, -0.5, -1, 0.1, 10
> N#Cc1cccc(NC(=O)CC2CCCCC2)c1
→ 1534, -1, -2, -1, 17, 0, 3.5, nt, -5, -0.4, -1
> Cc1cccc2cc3c(N)c(C(=O)N4CCCc5ccccc54)sc3nc12
→ 1572, -9, 3, 12, -4, -5, 0.0, 1.6, 2, 6.5, 4
> Cc1ccc(NC(=O)CS(=O)CC(=O)N(c2ccc(C)cc2)C(C)C(=O)NC2CCCCC2)cc1 (stereo not drawn)
→ 1342, nt, -1, -7, -2, 5, 2.2, nt, 8, 0.6, 3
> Cc1ccc(Cl)cc1N1CCN(C(=O)C2CCN(S(=O)(=O)c3cccnc3)CC2)CC1
→ 1686, nt, 0, 36, -4, 3, -0.7, 0.98, 4, 2.2, 8
> CN1C(=O)CC(C(=O)O)SC1=Nc1cc(Cl)c(O)c(Cl)c1 (stereo not drawn)
→ 1525, nt, 0, -5, 0, 1, -0.4, -0.88, 8, 0.8, 7
> CCOC(=O)C1CCN(c2ncnc3c2oc2ccc(Cl)cc23)CC1
→ 1532, -6, 5, -4, -5, 8, -0.4, 0.031, 10, -0.1, 6
> CCOC(=O)C1=C(CNCCc2ccc(Cl)cc2)NC(=O)NC1c1ccc2c(c1)OCO2 (stereo not drawn)
→ 1374, 20, -4, 80*, 2, -4, 3.2, nt, -3, 0.9, -6
